# Screening results (PubChem BioAssay)
# TNF death inh: TNF-alpha cell death inhibition in Jurkat FADD-/- cells; Jurkat FADD-/- TNF necroptosis rescue, ATP luminescence, 24 h; 0 = TNF only, 100 = no-TNF cells; activation (protection from cell death), % at 10 µM; hit rate 0.068% among 220,000;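 active = activation, meaning protection from cell death, of at least 50% relative to plate controls; inactive = activation below 50%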;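 also: necroptosis triggered by 40 ng/mL TNF-alpha added together with compound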
# MDM2 E3 inh: Mdm2 E3 ligase (human) inhibition | AID 1230 | signal enhancement, % at 5 µM | cell-based MDM2 ubiquitination luciferase reporter, 2 h; 0 = plate control, 100 = twice control, blank-subtracted | hit rate 0.11% among 210,000;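 active = signal enhancement of 30% or more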;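 also: luminescence tracks abundance of the self-degrading MDM2-luciferase fusion protein; higher signal means inhibition of MDM2 E3 ligase activity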
#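 System: stable MDM2–luciferase fusion reporter cells / Input: 2000 cells seeded into each well / Schedule: 4 h settle plus 2 h compound, 37 °C / Compound: single-point 5 µM / Buffer or medium: cells held in DMEM / Benchmarks: control and blank well means / Evaluation: percent signal gain over controls, blank-subtracted / Measured by: luciferase luminescence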
# Runt-SMMHC FRET: inhibitors of human RUNX1 Runt domain binding to CBFb-SMMHC; Q01196+Q13951; Cerulean-Runt/Venus-CBFb-SMMHC FRET ratio 530/480, 1 h; inhibition, % at 20 µM; hit rate 0.74% among 220,000; AID 1434;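 active = mean inhibition across duplicate retests at 20 µM reaching about 50%, limit read from the data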;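 also: 0% = DMSO wells and 100% = wells with excess untagged CBFb-SMMHC; inhibitors lower the FRET ratio by blocking Runt binding to CBFb-SMMHC; some results filed as inactive read as strong as hits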
# zfTRPN1 agonist: zebrafish TRPN1 (NompC) channel agonism; hit rate 0.18% among 220,000; HEK293 zebrafish TRPN1-YFP, Fluo-8 calcium fluorescence; 100% = response to 87 µM carbachol; AID 1424; activation, % at 3 µM;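 active = activation above its plate's cutoff, the mean activation of test wells on that plate plus 3 SD, cut at about 19% in these data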;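 also: 0% = DMSO alone and 100% = 87 µM carbachol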
#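 Material: zebrafish TRPN1-YFP in HEK293 cells; Doses: single test compound dose, 3 µM nominal, 0.3% DMSO; Timing: dye loading 1 h at 37 °C, then 30 min room temperature; Technique: intracellular calcium fluorescence with Fluo-8; Benchmarks: high carbachol 87 µM, low DMSO alone.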
# PPC-1+TRAIL kill: kills PPC-1 cancer cells in the presence of TRAIL | cell killing (% activity), % at 4 µM | hit rate 0.41% among 220,000 | AID 1443 | PPC-1 cells + TRAIL, ATPLite viability luminescence;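 active = cell killing above 50% in the first pass at 4 µM, then a duplicate retest at 5 µM averaging 50% or more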;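 also: plate controls were cells with TRAIL plus DMSO for no effect and medium-only wells lacking cells for full effect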
# TRPML3 agonist: agonists of human TRPML3 channel. AID 1448. Q8TDD5. HEK293 TRPML3-YFP, Fluo-8 calcium fluorescence; 100% = the carbachol control signal. activation, % at 3 µM. hit rate 0.29% among 220,000;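 active = activation above its plate's cutoff, the mean activation of the plate's test wells plus 3 SD, cut at about 12% in these data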;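 also: 0% = DMSO only wells and 100% = carbachol wells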
# Target sequence (Q8TDD5 whole entry, looked up): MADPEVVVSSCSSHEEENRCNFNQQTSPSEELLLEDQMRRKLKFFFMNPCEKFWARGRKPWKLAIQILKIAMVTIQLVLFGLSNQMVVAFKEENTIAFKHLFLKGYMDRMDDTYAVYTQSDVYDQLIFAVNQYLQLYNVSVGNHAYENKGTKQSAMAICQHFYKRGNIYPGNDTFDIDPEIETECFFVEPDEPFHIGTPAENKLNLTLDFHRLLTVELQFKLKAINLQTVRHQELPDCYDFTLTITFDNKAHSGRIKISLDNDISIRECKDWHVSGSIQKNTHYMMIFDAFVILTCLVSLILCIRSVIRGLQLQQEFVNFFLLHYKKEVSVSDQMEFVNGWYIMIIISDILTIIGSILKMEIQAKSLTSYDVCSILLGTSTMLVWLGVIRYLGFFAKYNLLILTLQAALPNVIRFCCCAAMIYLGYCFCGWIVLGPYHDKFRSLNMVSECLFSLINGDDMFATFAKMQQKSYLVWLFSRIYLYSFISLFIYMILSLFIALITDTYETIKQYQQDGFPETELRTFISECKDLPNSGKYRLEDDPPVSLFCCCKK
#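 Test system: HEK293 cells stably carrying human TRPML3-YFP; Doses: single dose, 3 µM final nominal compound, 0.3% DMSO final; Schedule: dye loading 1 h 37 °C then 30 min ambient, 125 s read; Technique: Fluo-8 calcium fluorescence; Benchmarks: high control carbachol 87 µM, low control DMSO.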
# CHOP inh: blocks CHOP induction under ER stress; AID 2732; inhibition, % at 10 µM; CHO-K1 CHOP-promoter luciferase, tunicamycin-induced, 15-18 h; hit rate 3.8% among 220,000;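 active = compounds that reduced the stress-induced luciferase reporter signal by more than about 70% of percent inhibition, limit read from the data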;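 also: 0% = tunicamycin plus vehicle and 100% = wells without tunicamycin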
# NCF1 inh: inhibitors of human p47phox binding; p47phox/p22phox peptide binding, fluorescence polarization, 2 h; inhibition, % at 24.7 µM; hit rate 0.53% among 220,000; AID 1274;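 active = inhibition above about 30%, limit read from the data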;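 also: 0% = p47phox with labelled peptide and 100% = labelled peptide alone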
# Target sequence (P14598 whole entry, looked up): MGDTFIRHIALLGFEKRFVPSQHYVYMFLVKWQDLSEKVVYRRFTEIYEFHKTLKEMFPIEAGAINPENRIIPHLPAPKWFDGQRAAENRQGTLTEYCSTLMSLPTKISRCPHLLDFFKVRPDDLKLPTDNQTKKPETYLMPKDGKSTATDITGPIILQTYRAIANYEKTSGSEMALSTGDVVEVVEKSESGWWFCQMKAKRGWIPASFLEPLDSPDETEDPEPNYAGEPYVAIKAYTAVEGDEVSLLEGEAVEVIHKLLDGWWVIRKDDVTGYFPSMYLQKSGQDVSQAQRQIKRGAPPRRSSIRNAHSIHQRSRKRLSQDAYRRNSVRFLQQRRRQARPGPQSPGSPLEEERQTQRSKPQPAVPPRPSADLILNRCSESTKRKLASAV
# EBV gp42 block: EBV gp42 inhibition. inhibition, % (tested at 21.74 µM). Fluorescence polarization binding assay, mP read-out. AID 1085. hit rate 0.42% among 220,000; in the data active = inhibition above about 50%
# * hit, by the source's call; . = not tested or not shown; & = joins results of further samples.
# Every second line gives: Runt-SMMHC FRET	zfTRPN1 agonist	NCF1 inh	TNF death inh	PPC-1+TRAIL kill	MDM2 E3 inh	TRPML3 agonist	EBV gp42 block	CHOP inh
> O=C(CCS(=O)(=O)c1cccc2nsnc12)NCc1ccccc1
  -1	-0.4	-5	-2.0	40	-17	-0.7	-23	9
> O=S(=O)(Nc1cccc2c1CCCC2)c1cccc(C(F)(F)F)c1
  -2	-1.3	-15	0.2	-10	-4	-0.5	4	107*
> COC(=O)c1cc(C(=O)Cc2ccccc2)c[nH]1
  -1	0.9	-7	-1.0	1	5	0.4	-7	0
> O=C(c1ccco1)N1CCN(C(=O)c2cc3cc([N+](=O)[O-])ccc3oc2=O)CC1
  -2	1.4	-3	0.5	21	-6	-0.4	4	-11
> CN1CCN(C(=O)c2cc(Cl)ccc2Cl)CC1
  2	-0.5	-13	-2.2	14	-3	0.4	-9	-33
> O=C(COc1cccc2ccccc12)NNC(=O)c1cccs1
  3	-1.1	-12	-0.8	-4	-7	0.1	-26	7
> O=C(Cc1ccc(Cl)cc1)Nc1cccc(S(=O)(=O)Nc2ccccc2F)c1
  -3	-0.8	0	2.4	-1	-5	0.1	2	42
> CCC1CCCCN1C(=O)CCCOc1ccccc1 (centres undefined)
  0	0.0	1	1.8	5	-12	0.2	4	10
> CCOc1cc(NS(=O)(=O)c2ccccc2)c(OCC)cc1NC(=O)c1ccco1
  9	-0.7	-4	-0.3	-17	-8	-0.4	16	15
> CCN1CCCC1CNCc1ccc(OCc2ccc(Cl)nc2)c(OC)c1 (centres undefined)
  4	-1.0	-11	1.9	3	-14	0.9	-9	-28
> O=C1CSC(=Nc2cccc(Cl)c2Cl)N1Cc1cccnc1
  1	-1.4	-7	-2.8	0	5	-0.4	1	26
> Clc1ccc2nc(CSc3ncn[nH]3)cn2c1
  2	-0.4	-6	0.7	8	-4	0.2	-7	34
> CC(C)Oc1cccc(OCCN2C(=O)c3ccccc3C2=O)c1
  1	-0.5	-9	-0.5	32	-24	0.0	-17	3
> NC(=O)Cn1c(-c2nonc2N)nc2ccccc21
  -2	-0.1	-3	0.6	2	-6	0.6	-4	-14
> Cc1onc(-c2ccccc2Cl)c1C(=O)NC1CCS(=O)(=O)C1 (centres undefined)
  -4	-0.2	-11	0.0	1	-11	1.0	-7	18

# Whole records from above. Values in the order: Runt-SMMHC FRET | zfTRPN1 agonist | NCF1 inh | TNF death inh | PPC-1+TRAIL kill | MDM2 E3 inh | TRPML3 agonist | EBV gp42 block | CHOP inh
# NC(=O)Cn1c(-c2nonc2N)nc2ccccc21 is listed as -2 | -0.1 | -3 | 0.6 | 2 | -6 | 0.6 | -4 | -14
# CC(C)Oc1cccc(OCCN2C(=O)c3ccccc3C2=O)c1 is listed as 1 | -0.5 | -9 | -0.5 | 32 | -24 | 0.0 | -17 | 3
# O=C(c1ccco1)N1CCN(C(=O)c2cc3cc([N+](=O)[O-])ccc3oc2=O)CC1 is listed as -2 | 1.4 | -3 | 0.5 | 21 | -6 | -0.4 | 4 | -11

# (further entries)
# Every second line gives: Runt-SMMHC FRET	zfTRPN1 agonist	NCF1 inh	TNF death inh	PPC-1+TRAIL kill	MDM2 E3 inh	TRPML3 agonist	EBV gp42 block	CHOP inh
> O=C(NCCc1ccccc1)c1ccc2c(c1)N(Cc1ccccc1)C(=O)CS2=O (centres undefined)
  -2	-0.5	0	1.7	-10	-13	-0.5	-8	33
> Cc1cc(/C=N\NC(=O)CC(=O)NC2CCCCC2)c(C)n1-c1ccc(Cl)cc1
  0	0.1	-13	-0.5	-2	-4	-1.1	-19	51
> CCOC(=O)N1CCC(Nc2ncnc3c2cnn3-c2ccc(Cl)cc2)CC1
  1	-0.4	-14	0.3	-8	.	-0.4	-1	-24
> CC1(C)CNc2cc([N+](=O)[O-])ccc2S1
  -10	-2.1	-3	-0.4	34	-12	-1.0	-1	85*
> CC1(C)CN2C(=S)N(c3ccccc3)C(c3ccccc3)N2C1 (centres undefined)
  0	-2.1	8	0.6	10	-11	-0.7	-20	2
> CCOC(=O)N1CCN(C(=O)c2cc3c(s2)-c2ccc(Cl)cc2S(=O)(=O)C3)CC1
  -5	2.0	-10	-1.5	14	-22	0.8	-9	15
> S=C1NNC2(NN1)C1CC3CC(C1)CC2C3
  -3	-0.1	-5	-0.4	9	5	0.3	-18	4
> CC(C)OCCCNC(=S)Nc1ccc(S(N)(=O)=O)cc1
  35	-0.6	0	2.8	28	11	1.3	8	2
> Cc1ccc(Oc2ccc(Oc3ccc(C)cc3)nn2)cc1
  2	0.3	2	-0.7	-12	-9	0.1	-2	29
> CCCN1C(=O)/C(=C/c2ccccc2OCc2ccc(C(=O)O)cc2)NC1=S
  6	-0.5	-20	-0.1	15	.	0.0	7	-11
> COC(=O)c1sccc1NC(=O)c1cc(-c2ccc(C)cc2C)nc2ccccc12
  1	-0.3	-9	-15	15	-11	0.3	2	46
> CCN(CC)CCCNC(=O)C(C)Sc1nc(-c2ccccc2)cc(C(F)(F)F)n1 (centres undefined)
  -2	2.0	-31	2.6	12	.	1.3	-5	8
> Cn1c(Cn2c(=O)sc3ccccc32)nnc1SCC(=O)NCc1ccc(F)cc1
  2	-1.0	-8	0.2	14	-14	-0.2	-12	6
> COc1ccc(S(=O)(=O)n2nc(OC(C)=O)cc2N(C(C)=O)C(C)=O)cc1
  0	0.4	-17	0.2	8	.	0.8	-6	32
> NS(=O)(=O)c1ccc(Sc2ccccn2)c([N+](=O)[O-])c1
  -2	1.4	7	-1.5	4	-11	0.2	-7	9

# The final 3 entries of the section above come first, to join the parts:
# Every second line gives: Runt-SMMHC FRET	zfTRPN1 agonist	NCF1 inh	TNF death inh	PPC-1+TRAIL kill	MDM2 E3 inh	TRPML3 agonist	EBV gp42 block	CHOP inh
> Cn1c(Cn2c(=O)sc3ccccc32)nnc1SCC(=O)NCc1ccc(F)cc1
  2	-1.0	-8	0.2	14	-14	-0.2	-12	6
> COc1ccc(S(=O)(=O)n2nc(OC(C)=O)cc2N(C(C)=O)C(C)=O)cc1
  0	0.4	-17	0.2	8	.	0.8	-6	32
> NS(=O)(=O)c1ccc(Sc2ccccn2)c([N+](=O)[O-])c1
  -2	1.4	7	-1.5	4	-11	0.2	-7	9
> Nc1cc(-c2ccc(OC(F)(F)F)cc2)nn1-c1ccc(Cl)c(Cl)c1
  1	0.2	-10	-0.2	10	-9	0.5	2	4
> O=C(CSCc1ccc(Br)cc1)NC1CC1
  -1	-1.5	-2	5.6	3	-17	-0.3	-6	9
> CCOC(=O)N1CCN(C(=O)CSCc2ccc(Br)cc2)CC1
  -3	0.6	-4	-1.3	25	-8	0.2	3	-22
> Cc1noc(C)c1COC(=O)c1cccc(N(C)C)c1
  -2	-0.8	4	-1.0	10	-8	0.8	-1	5
> CS(=O)(=O)N1CCC(C(=O)O)CC1
  2	-0.6	-6	0.7	15	-8	0.9	0	-7
> CN1CCc2c(n(CC(O)CN3C(=O)c4ccccc4S3(=O)=O)c3ccccc23)C1=O (centres undefined)
  -9	0.4	2	-0.6	9	4	0.6	-6	-1
> COc1ccc(NC(=S)Nc2cc(C)cc(C)n2)cc1OC
  -3	0.2	5	3.0	-2	-11	0.5	-16	4
> COC(=O)c1nc2nc(C)cc(=O)n2[nH]1
  -2	0.7	-8	-2.5	18	-19	0.0	27	13
> CCOc1ccc(-c2c[n+]3c(n2-c2ccccc2)CCCCC3)cc1
  3	1.1	3	-4.7	29	-16	0.6	-15	-7
> CC1(c2ccc(Cl)cc2)NC(=O)N(CC(=O)N2CCCC2)C1=O (centres undefined)
  -6	0.4	5	-3.3	-6	-3	-0.1	-21	5
> CCCC(=O)OC/C(O)=C(\C#N)c1nc2ccccc2[nH]1
  10	1.9	-8	1.2	43	6	0.8	4	5
> Cn1c(-c2ccc3c(c2)OCO3)cnc1NCc1ccccc1
  -1	-1.2	-6	-13	18	-6	0.5	-25	15
> CCc1ccccc1NC(=S)NCCSc1ccc(Cl)cc1
  -2	-1.4	-1	-3.0	12	-9	-0.1	-8	29
> CN1CCN(CC(=O)Nc2cc(N(C)C)nc3ccccc23)CC1
  0	0.8	1	0.3	15	-18	1.1	0	16
> CC(=O)Nc1ccc(-c2csc(NC(=O)C3CCN(S(=O)(=O)c4cccs4)CC3)n2)cc1
  -4	0.9	-40	1.3	37	-14	0.8	2	81*
> CCc1cccc(CC)c1NC(=O)CSc1nc2ccc(N3C(=O)C4C5C=CC(C5)C4C3=O)cc2s1 (centres undefined)
  -4	3.1	-18	-7.1	36	-8	1.9	-26	-8
> COc1cccc(C(=O)Nc2ccc(C3CC3(Cl)Cl)cc2)c1 (centres undefined)
  -1	4.7	-11	0.3	21	-5	1.7	-8	48
> CC1CCc2c(sc3nc(CN4CCOCC4)nc(N4CCc5ccccc5C4)c23)C1 (centres undefined)
  -4	0.0	-52	3.8	3	13	0.9	-11	24
> Cc1ccc2c(Cl)cc(Cl)c(OCc3c(C)noc3C)c2n1
  -1	0.2	-3	0.2	0	-11	0.6	-9	5
> N#Cc1c(N)nc(Sc2ccc(Cl)cc2)c(C#N)c1-c1ccccc1Cl
  -1	4.2	-6	-15	0	-6	1.1	-8	28
> COc1ccc(OC)c(NC(=O)CSc2nnc(CNC(=O)COc3ccc(Cl)cc3)o2)c1
  1	-0.1	0	-2.6	5	-15	-0.2	0	28
> CCCCNC(=O)N(O)C1N(/N=C/c2cccnc2)C(=S)SC1(C)C (centres undefined)
  0	0.3	2	-1.5	7	1	-0.5	-15	-10
> CCOC(=O)c1c(C)c(C(=O)NCc2ccco2)c(C)n1Cc1ccccc1
  3	-0.5	-25	1.0	-3	11	-0.3	-9	27
> O=S(=O)(c1ccc2ccccc2c1)N1CCN(C(=S)Nc2ccc(F)cc2)CC1
  1	-0.3	-28	1.7	15	6	0.2	13	17
> CC(C)(C#N)NC(=O)C(=O)c1c(-c2ccccc2)cc2ccccn12
  3	0.0	-6	2.2	-3	-11	-0.2	-14	-4
> COc1ccccc1NC(=O)c1nn(C)cc1Br
  3	0.4	-6	-1.0	-23	-2	0.1	-4	-8
> CCN=C(NCC)SC1CC(=O)N(c2ccc(OCC)cc2)C1=O (centres undefined)
  -1	2.6	-13	0.7	2	-7	0.6	-16	-3
> O=C(Nc1nnc(SCC(=O)N2CCOCC2)s1)c1ccccc1
  6	2.3	5	0.6	71*	-12	0.3	-27	21
> CNS(=O)(=O)c1cnccc1N1CCN(c2cccc(Cl)c2)CC1
  -3	0.3	-8	-5.4	21	-5	0.3	-9	28
> CCC(NC(C)C)C(O)c1ccc(O)c(O)c1 (centres undefined)
  -4	1.5	2	0.5	15	.	2.5	2	23&-13
